# Screens: PubChem, NCI
# NCI-60 one-dose screen, 48 h, at 10 µM unless noted. Numbers give growth in % (100 = growth as untreated, 0 = no growth, -100 = all killed).
# KM12: KM12 colon cancer cells | AID 1794800 | 82,000 compounds, 5% hits
# HT29: HT29 colon cancer; 81,000 compounds, 7.4% hits; AID 1794748
# COLO 205: COLO 205 colon cancer; 79,000 compounds, 7.3% hits; AID 1794742
# NCI-H460: NCI-H460 lung cancer. 82,000 compounds, 6.8% hits
# NCI-H226: NCI-H226 lung cancer | 79,000 compounds, 3.5% hits
# NCI-H322M: NCI-H322M lung cancer. 80,000 compounds, 2.7% hits
# SW-620: SW-620 colon cancer; 82,000 compounds, 5.2% hits; AID 1794795
# HCT-15: HCT-15 colon cancer; AID 1794746; 82,000 compounds, 5.2% hits
# HCT-116: HCT-116 colon cancer. 82,000 compounds, 7.3% hits
# The depositor's hits bear a star; x = not tested or not shown; & = joins results of further samples; [ ] = dose if it differs, or a comment. The calls were made as follows: active = growth percent below 10; inactive = the rest.
SMILES,KM12,HT29,COLO 205,NCI-H460,NCI-H226,NCI-H322M,SW-620,HCT-15,HCT-116
Cc1ccc2nc(-c3ccc(-c4nnc(SCC(=O)Nc5ccc(Br)cc5)o4)cc3)[nH]c2c1,70,77,87,14,62,81,83,42,67
O=c1[nH]c2cc(Cl)c(Cl)cc2o1,111,112,123,109,91,109,99,101,99
COC(=O)C(Cc1ccccc1)Nc1nc(NC(Cc2ccccc2)C(=O)OC)nc(N2CCOCC2)n1 (stereo not drawn),100,101,105,107,102,97,112,106,99
Cc1ccc(/C(CSc2nc3c([nH]2)c(=O)n(C)c(=O)n3C)=N\O)cc1,96,99,115,109,95,99,103,94,96
COc1cccc(C(=O)Nc2nnc(CCS(=O)(=O)c3ccc(C)cc3)s2)c1,101,91,102,105,104,103,103,103,93
C#C[C@]1(O)CC[C@H]2[C@@H]3CC=C4c5sc(-c6cccc(O)c6)nc5CC[C@]4(C)[C@H]3CC[C@@]21C,-29*,-14*,-25*,-53*,-29*,-5.6*,-53*,-25*,-38*
CN1C(=O)/C(=C(\C#N)C(=O)Nc2ccc(S(N)(=O)=O)cc2)c2ccccc21,103,106,x,99,x,105,105,107,102
COc1cc(CNC(=O)CCCC/C=C/C(C)C)ccc1OCc1nnc(Nc2cccc(Br)c2)o1,90,98,110,98,50,98,95,90,68
NC(=O)c1ccc[n+](CCc2ccccc2)c1,104,107,111,109,103,125,95,104,99
O=[N+]([O-])C1[C@H](c2c[nH]c3ccccc23)c2c([nH]c3ccccc23)[C@H]1c1c[nH]c2ccccc12 (stereo partly drawn),77,91,100,99,89,77,94,79,84
CCCCCCCC(=O)NC(O)C(Cl)(Cl)C(C)Cl (stereo not drawn),103,99,106,112,102,104,118,96,95
O=C1OC(Cc2ccccc2)(c2ccccc2)c2ccccc21 (stereo not drawn),81,90,104,84,102,99,93,92,62
N#CCC(=O)Nc1sc2c(c1C(N)=O)CCCC2,99,96,105,106,93,114,107,99,100
CCN(CC)CCCCCNc1cc(O)cc2cccnc12,116,104,33,116,101,108,96,113,100
O=C(CCN1CCCCC1)c1ccc([N+](=O)[O-])o1,106,102,116,107,97,102,114,111,113
Cc1cnc([C@]23CCC(C)(C)C[C@H]2C2=CC[C@@H]4[C@@]5(C)Cc6c([nH]c7ccccc67)C(C)(C)[C@@H]5CC[C@@]4(C)[C@]2(C)CC3)o1,67[100 µM],46[100 µM],79[100 µM],36[100 µM],72[100 µM],54[100 µM],68[100 µM],93[100 µM],40[100 µM]
O=C(NCc1ccccc1)c1ccc2c(c1)NC(=O)[C@@H]1CCCN21,84,103,110,95,103,93,96,100,105
CC1(C)CC(=O)C2=C(C1)N(c1ccc(OC(F)(F)F)cc1)C(N)=C(C#N)C2c1ccc(Br)s1 (stereo not drawn),91,75,98,88,79,98,86,79,76
CC1=NN(c2ccccc2)C(=O)C1C(=S)SC1CC(=O)NC1=O (stereo not drawn),96,107,103,104,80,89,105,103,98
CC(=O)OCC1OC(OC2C(COC(C)=O)OC(OC(C)=O)C(OC(C)=O)C2OC(C)=O)C(OC(C)=O)C(OC(C)=O)C1OC(C)=O (stereo not drawn),112&109&104&104,102&102&109&104,117&111&119&112,111&104&99&104,100&82&89&93,99&98&112&101,115&101&99&103,99&101&102&107,93&114&100&105
O=C(O)CC1(c2ccccc2)OC(=O)c2ccccc21 (stereo not drawn),95,106,111,96,125,112,100,102,99
Cc1nn(C(N)=S)c(C)c1N=Nc1ccc2oc(=O)ccc2c1,99,64,109,92,113,91,80,78,13
COc1ccc(-c2nnc(CNc3ccc(Cl)cc3)o2)cc1O,92,97,97,101,81,91,101,105,92
Cc1nc2cc(Nc3nc(Cl)nc(Nc4ccc(F)cc4)n3)ccc2n1Cc1ccccc1,69,95,109,88,80,x,85,72,3.9*
Cn1c(=O)c2[nH]c(NCc3ccc(Cl)cc3)nc2n(C)c1=O,114,106,113,113,97,106,110,108,115
O=C(Nc1ccc(Br)cc1)Nc1ccc(F)c(C(=O)c2c[nH]c3ncc(Br)cc23)c1F,59,82,81,51,75,48,73,62,42
COc1ccc(C(=S)N2CCOCC2)cc1,104,98,99,104,101,102,105,102,x
O=Cc1ccccc1OCC(=O)O,101,87,123,108,90,98,99,97,105
COc1cc(-c2n[nH]nc2-c2ccncc2)cc(OC)c1OC,106,115,118,114,102,91,106,104,99
Cc1nc(-c2ccc(Cl)cc2)ccc1-c1nnc(SCC(=O)O)o1,99,106,120,106,99,101,104,101,96
COc1ccc(Cc2nn3cc(-c4ccccc4)nc3s2)cc1,101,107,112,104,86,90,95,96,97
N/C(=N\C(N)=N\c1nc2ccccc2s1)c1ccc(Cl)nc1,93,109,118,100,99,103,108,94,110
COc1cc(/C=N\NC(=O)c2ccc3nc(-c4ccc(Br)cc4)[nH]c3c2)cc(OC)c1OC,47,25,33,42,49,77,79,79,18
COc1ccc(C(=O)Nc2ccc(-c3cc(=O)c4c(OC)c(OC)c(OC)cc4o3)cc2)cc1,109,102,94,104,99,95,106,100,99
N/C(=N\N=C\c1ccc([N+](=O)[O-])cc1)c1c(N)nc(=S)[nH]c1-c1ccc(Cl)cc1Cl,108,116,115,114,82,100,108,103,85
N#Cc1c(-c2ccc(Cl)cc2)nc(SC(=O)c2ccccc2)[nH]c1=O,104,124,123,110,99,111,101,108,103
COc1cc(OC)c(/C=C/c2c3ccccc3cc[n+]2C)c(OC)c1,6.0*,1.9*,-35*,11,33,33,28,98,19
CC(C)N=C(N/C(N)=N/c1nc2ccccc2s1)NC(C)C,66,32,56,49,67,62,33,62,18
CCN(CC)CCOCCn1c(C)ccc1C,110,97,110,106,95,105,100,102,96
CC(C)CCC[C@@H](C)[C@H]1CC[C@H]2[C@@H]3CC=C4C[C@@H](C(C(=O)O)C(=O)O)CC[C@]4(C)[C@H]3CC[C@]12C,-74*,-35*,-91*,-71*,-63*,-0.3*,-40*,-6.4*,-61*

# Record cards, from the list above. Order of screens: KM12	HT29	COLO 205	NCI-H460	NCI-H226	NCI-H322M	SW-620	HCT-15	HCT-116
# `N/C(=N\C(N)=N\c1nc2ccccc2s1)c1ccc(Cl)nc1` as listed: 93	109	118	100	99	103	108	94	110
# `COc1cc(OC)c(/C=C/c2c3ccccc3cc[n+]2C)c(OC)c1` as listed: 6.0*	1.9*	-35*	11	33	33	28	98	19
# `CC(C)CCC[C@@H](C)[C@H]1CC[C@H]2[C@@H]3CC=C4C[C@@H](C(C(=O)O)C(=O)O)CC[C@]4(C)[C@H]3CC[C@]12C` as listed: -74*	-35*	-91*	-71*	-63*	-0.3*	-40*	-6.4*	-61*

# 17 of the compounds above, with bars between the fields:
canonical_smiles | KM12 | HT29 | COLO 205 | NCI-H460 | NCI-H226 | NCI-H322M | SW-620 | HCT-15 | HCT-116
Cc1nn(C(N)=S)c(C)c1N=Nc1ccc2oc(=O)ccc2c1 | 99 | 64 | 109 | 92 | 113 | 91 | 80 | 78 | 13
COc1ccc(-c2nnc(CNc3ccc(Cl)cc3)o2)cc1O | 92 | 97 | 97 | 101 | 81 | 91 | 101 | 105 | 92
Cc1nc2cc(Nc3nc(Cl)nc(Nc4ccc(F)cc4)n3)ccc2n1Cc1ccccc1 | 69 | 95 | 109 | 88 | 80 | x | 85 | 72 | 3.9*
Cn1c(=O)c2[nH]c(NCc3ccc(Cl)cc3)nc2n(C)c1=O | 114 | 106 | 113 | 113 | 97 | 106 | 110 | 108 | 115
O=C(Nc1ccc(Br)cc1)Nc1ccc(F)c(C(=O)c2c[nH]c3ncc(Br)cc23)c1F | 59 | 82 | 81 | 51 | 75 | 48 | 73 | 62 | 42
COc1ccc(C(=S)N2CCOCC2)cc1 | 104 | 98 | 99 | 104 | 101 | 102 | 105 | 102 | x
O=Cc1ccccc1OCC(=O)O | 101 | 87 | 123 | 108 | 90 | 98 | 99 | 97 | 105
COc1cc(-c2n[nH]nc2-c2ccncc2)cc(OC)c1OC | 106 | 115 | 118 | 114 | 102 | 91 | 106 | 104 | 99
Cc1nc(-c2ccc(Cl)cc2)ccc1-c1nnc(SCC(=O)O)o1 | 99 | 106 | 120 | 106 | 99 | 101 | 104 | 101 | 96
COc1ccc(Cc2nn3cc(-c4ccccc4)nc3s2)cc1 | 101 | 107 | 112 | 104 | 86 | 90 | 95 | 96 | 97
N/C(=N\C(N)=N\c1nc2ccccc2s1)c1ccc(Cl)nc1 | 93 | 109 | 118 | 100 | 99 | 103 | 108 | 94 | 110
COc1cc(/C=N\NC(=O)c2ccc3nc(-c4ccc(Br)cc4)[nH]c3c2)cc(OC)c1OC | 47 | 25 | 33 | 42 | 49 | 77 | 79 | 79 | 18
COc1ccc(C(=O)Nc2ccc(-c3cc(=O)c4c(OC)c(OC)c(OC)cc4o3)cc2)cc1 | 109 | 102 | 94 | 104 | 99 | 95 | 106 | 100 | 99
N/C(=N\N=C\c1ccc([N+](=O)[O-])cc1)c1c(N)nc(=S)[nH]c1-c1ccc(Cl)cc1Cl | 108 | 116 | 115 | 114 | 82 | 100 | 108 | 103 | 85
N#Cc1c(-c2ccc(Cl)cc2)nc(SC(=O)c2ccccc2)[nH]c1=O | 104 | 124 | 123 | 110 | 99 | 111 | 101 | 108 | 103
COc1cc(OC)c(/C=C/c2c3ccccc3cc[n+]2C)c(OC)c1 | 6.0* | 1.9* | -35* | 11 | 33 | 33 | 28 | 98 | 19
CC(C)N=C(N/C(N)=N/c1nc2ccccc2s1)NC(C)C | 66 | 32 | 56 | 49 | 67 | 62 | 33 | 62 | 18

# Following part.
SMILES,KM12,HT29,COLO 205,NCI-H460,NCI-H226,NCI-H322M,SW-620,HCT-15,HCT-116
CCCCCCCCCCC(O)CN1CCN(c2ccccc2)CC1 (stereo not drawn),105,106,120,107,92,108,96,97,101
COc1cc2c(=O)n(C3CCN(C)CC3)c3c4cc[nH]c4ncc3c2cc1OC,18,43,61,84,50,70,54,58,49
Nc1c(C(=O)Nc2cccc(Cl)c2)sc2ncc(Br)cc12,64,66,85,29,84,59,61,82,23
Cc1oc(-c2ccccc2Cl)cc1C(=O)Nc1nccs1,95,90,98,79,86,92,99,97,50
COc1ccc(-n2nc(C(=O)NCC(=O)Nc3nc4cc(OC)ccc4s3)c3ccccc3c2=O)cc1,18,-24*,33,1.0*,-11*,31,48,65,2.6*
c1ccc([C@@H]2C[C@@H]3Cc4ccc5ccccc5c4N2O3)cc1,99,95,99,106,x,119,97,94,102
O=S(=O)(NCCCNc1cc(-c2c(-c3cccc(O)c3)nc3sccn23)ccn1)c1ccc(Br)cc1,46,52,63,63,74,97,80,44,40
CC12CCCC(=O)N1c1ccccc1-c1nc(-c3ccccc3Cl)nn12 (stereo not drawn),96,107,121,100,98,90,99,101,104
COc1cc(C(=O)Nc2ccc(N(C)C)cc2)cc(OC)c1OC,81,86,100,100,91,93,86,73,89
Cc1cc2nc(C/C(=N/O)c3ccncc3)c(C/C(=N/O)c3ccncc3)nc2cc1C,108,89,118,94,96,94,114,100,94
CCCCCCCCC1CC(C)CCC1=O (stereo not drawn),97,105,103,107,104,102,98,107,98
Cc1c(C(=O)O)nnn1-c1sc2c(c1C(=O)O)CCCC2,104,105,108,102,91,99,101,104,104
O=S(=O)(c1ccccc1)N(c1ccccc1)S(=O)(=O)c1ccccc1,99,97,x,100,x,101,104,101,92
O=C(/C=C\c1ccccc1)N1c2ccccc2CC1c1c[nH]c2ccccc12 (stereo not drawn),64,22,57,70,67,77,78,56,23
Cc1nnc(N/N=C/c2ccc([N+](=O)[O-])o2)[nH]c1=O,14,27,-57*,11,16,17,19,16,9.5*
CCN(CC)c1ccc2c(c1)Oc1nc(N)c(C#N)c(N)c1C2Sc1ccc(F)cc1 (stereo not drawn),-74*,-42*,-59*,-70*,-85*,-85*,-80*,-85*,-81*
CCN1CCN(c2nc(O)c(/C=C3\C=Nc4cc(Cl)ccc43)s2)CC1,98,100,109,100,96,94,94,79,97
Nc1cccc2cn[nH]c12,100,103,110,101,113,106,96,101,99
CC(=O)c1nn(-c2ccccc2)c2nc3nc(-c4cc5ccccc5o4)cc(-c4c[nH]c5ccccc45)c3c(=O)n12,98,103,124,100,91,94,97,107,108
Cc1cc(=O)n(C(=O)Nc2ccc(F)cc2)c2cc(O)ccc12,105,112,111,102,105,99,99,108,103
N#CCC(=O)Nc1ccc(NC(=O)c2ccccc2-c2ccccc2C(=O)O)cc1,110,107,114,109,101,114,103,107,105
C[C@H]1[C@H](C)CC[C@]2(COC(=O)c3cccnc3)CC[C@]3(C)C(=CC[C@@H]4[C@@]5(C)CCCNC(C)(C)[C@@H]5CC[C@]43C)[C@H]12,69,46,44,65,78,88,39,39,33
N#C/C(=C\c1ccc(F)cc1)n1nnc2cc(F)c(F)cc21,104,95,106,107,103,104,95,97,91
CCCCCCC1(/C=N/NC(N)=O)NC(=O)NC1=O (stereo not drawn),97,77,92,111,91,102,104,98,84
COc1cc(/C=N/n2c(CN3CCOCC3)nc3ccccc3c2=O)cc(OC)c1OC,101,103,106,109,115,90,106,106,94
O=C(CSc1nc2sc3c(c2c(=O)n1-c1ccc(Cl)cc1)CCCC3)NNC(=O)Nc1cccc(C(F)(F)F)c1,11,26,27,5.8*,33,49,22,13,5.5*

# No enrichment for hits (roughly 11% active in at least one column).
